Screening results: PubChem BioAssay, several laboratories
Granule exo inh = blocks lytic granule exocytosis; TALL-104 LAMP-1 surface exposure, flow cytometry; cells stimulated with thapsigargin and PMA; inhibition, % at 10 µM; 360,000 tested, 0.66% active; AID 651702;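 active = inhibition above about 55%, limit read from the data; inconclusive = no clear call, values can overlap the other calls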
m5-HT2A agonist = activates the mouse 5-HT2A serotonin receptor | activation, % at 7.6 µM | P35363 | AID 624169 | 360,000 tested, 0.66% active | CHO-K1 mHTR2A beta-arrestin complementation, luminescence; percent of 30 µM serotonin response;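 active = activation above a run cutoff, the mean activation of all tested compounds plus 3 SD, cut at about 14% in these data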;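 also: 0% = plate median of compound wells and 100% = 30 µM serotonin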
ABCB6 inh 2 = blocks the human ABCB6 transporter; Q9NP58; 360,000 tested, 0.19% active; fluorescence ratio to DMSO, % at 10 µM; K562-ABCB6 porphyrin accumulation, flow cytometry, 1 h; active compounds read low;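 active = fluorescence ratio to DMSO below 75%, the collection mean minus 3 SD; inconclusive = too few cells collected in the well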;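 also: signal is porphyrin accumulated inside mitochondria; 100% equals median channel fluorescence of DMSO control wells; lower ratio means ABCB6 inhibition with less porphyrin fluorescence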
Target sequence (Q9NP58 whole entry, looked up): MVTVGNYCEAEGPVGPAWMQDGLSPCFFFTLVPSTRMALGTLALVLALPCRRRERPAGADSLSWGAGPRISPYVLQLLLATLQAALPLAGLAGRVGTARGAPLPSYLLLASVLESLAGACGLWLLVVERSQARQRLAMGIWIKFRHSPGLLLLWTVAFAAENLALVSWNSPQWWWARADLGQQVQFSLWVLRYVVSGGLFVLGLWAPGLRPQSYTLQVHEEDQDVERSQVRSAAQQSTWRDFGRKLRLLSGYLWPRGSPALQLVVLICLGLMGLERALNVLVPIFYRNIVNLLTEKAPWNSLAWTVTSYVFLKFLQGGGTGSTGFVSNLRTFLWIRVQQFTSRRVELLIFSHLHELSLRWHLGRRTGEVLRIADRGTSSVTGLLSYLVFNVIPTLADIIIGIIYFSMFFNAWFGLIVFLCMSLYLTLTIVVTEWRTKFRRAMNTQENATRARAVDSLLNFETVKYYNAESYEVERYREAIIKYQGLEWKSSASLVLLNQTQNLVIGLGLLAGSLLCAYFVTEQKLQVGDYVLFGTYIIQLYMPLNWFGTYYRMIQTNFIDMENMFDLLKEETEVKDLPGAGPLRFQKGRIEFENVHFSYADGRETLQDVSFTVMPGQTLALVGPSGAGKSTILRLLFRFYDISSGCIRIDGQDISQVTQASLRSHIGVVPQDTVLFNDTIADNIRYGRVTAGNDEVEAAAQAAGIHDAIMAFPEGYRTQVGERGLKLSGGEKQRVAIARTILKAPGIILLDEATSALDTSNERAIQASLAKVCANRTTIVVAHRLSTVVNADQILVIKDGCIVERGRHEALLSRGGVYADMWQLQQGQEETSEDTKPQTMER
PDI inh = PDI (human) enzyme inhibition | P07237 | PDI insulin aggregation turbidity, A650, 90 min | inhibition, % at 10 µM | 350,000 tested, 0.052% active | AID 588391;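 active = mean inhibition across replicates of 30% or more, whatever share of single replicates reach that level; inconclusive = mean inhibition below 30% while every single replicate reaches 30%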;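 also: absorbance from insulin aggregation driven by PDI reduction with DTT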
aDG glyco act = alpha-DG glycosylation activation; Pro5-aDG cells, alpha-DG glycosylation AlphaScreen (IIH6); 0% Pro5, 100% B10-LARGE cell signal; activation, % at 10 µM; 360,000 tested, 0.22% active; AID 624168;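 active = activation of at least 8% versus controls, or a plate z-score of at least 8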;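 also: Pro5 are CHO cells carrying HIG-tagged alpha-DG that lacks glycosylation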
H9c2 protect = modulators protecting cardiomyocytes from myocardial damage | H9c2 cardiomyocytes, H2O2 injury protection, ATPLite, 2 h | protection from H2O2 cell death, % at 20 µM | 360,000 tested, 0.63% active | AID 588492;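 active = compounds giving at least 50% protection of heart cells from peroxide-induced death in the single-dose screen, raw or plate-pattern-corrected value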;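 also: 0% = DMSO wells with peroxide and 100% = DMSO wells without peroxide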
N-glyco inh = N-linked glycosylation inhibition; D54 ERlucT glycosylation luciferase reporter, 24 h; percent of 100 nM tunicamycin response; reporter increase, % at 12.5 µM; 360,000 tested, 0.23% active; AID 588692;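 active = mean luciferase reporter signal, scaled so untreated is 0 and the glycosylation-blocking control 100, at or above a set limit in every replicate; inconclusive = mean reaches the limit but not every replicate does; inactive = mean below the limit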;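 also: luciferase carries N-glycosylation sites so blocking glycosylation raises the light; 0% = median of neutral control wells and 100% = median of 100 nM tunicamycin wells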
Vif inh = blocks HIV Vif function; HEK293T cells, Vif self-association by quenched fluorescence, imaging, 24 h; inhibition, % at 7.49 µM; 340,000 tested, 0.35% active; AID 602346; in the data active = inhibition above about 50%, passing the limit was not always enough; inconclusive = no clear call, values can overlap the other calls; inactive = below about 31%; also: some results filed as inactive read as strong as hits
hiPSC survival = increases survival of single human iPS cells | survival enhancement, % at 20 µM | 360,000 tested, 0.044% active | AID 602274 | hiPSC single-cell survival, ATPlite luminescence; 100% = ROCK inhibitor wells, 0% = DMSO; in the data active = survival enhancement above about 18%;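 also: cells exposed to compounds for 16 hours before the ATP read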
CaV13 FRET inh = Disruptors of the CACNA1D IQ motif to Ca2+-dependent inactivation inhibitor domain association, primary screening, Förster resonance energy transfer in intact living …; HEK cells, CFP/YFP FRET ICDI-IQ, plate reader, 10 min; percent FRET-ratio fall versus neutral wells; inhibition, % at 12.3 µM; 340,000 tested, 0.098% active; AID 743397;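 active = mean replicate inhibition of at least 30% and at least 1% of replicates passing that level; inconclusive = only one of the two criteria is met; inactive = neither criterion is met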;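 also: 0% = median of the neutral control wells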
* hit, by the source's call; i = inactive; u = inconclusive; x = no result given; & = joins results of further samples.

no.	structure	ABCB6 inh 2	N-glyco inh	m5-HT2A agonist	PDI inh	Vif inh	CaV13 FRET inh	Granule exo inh	aDG glyco act	hiPSC survival	H9c2 protect
1	Cc1cnc(C(=O)OCC(=O)Nc2sc3c(c2C#N)CCC3)cn1	93	2	0	-1	1	-5	-4	0.2	-0.6	-2
2	CC(=O)Nc1cccc(-c2ccnc3c2CC(C)(C(=O)NCc2ccco2)O3)c1 (stereo unspecified)	101	u	-5	2	x	-5	4	-0.6	-1.5	1
3	CC(C)CCOP(=O)(c1ccc(N(C)C)cc1)C(O)c1c(Cl)cccc1Cl (stereo unspecified)	95	-4	8	-6	-11	-2	-2	0.1	-0.3	-7
4	COc1ccc(Br)cc1C(=O)Nc1cccc(-c2nnc(-c3ccco3)o2)c1	87	-3	3	-6	6	-8	10	-0.4	-1.5	-5
5	Cc1nn(-c2ccccc2)c(Cl)c1C(=O)NCC(C)c1ccccc1 (stereo unspecified)	97	1	-13	-8	-1	-3	12	0.0	-0.1	-1
6	Cc1ccccc1C(OCC(O)CN1CCC(C(N)=O)CC1)c1ccccc1 (stereo unspecified)	97	-4	3	-6	26	-2	1	0.4	-0.4	-3
7	COc1cc(NC(=O)CN2C(=O)COc3ccc(S(=O)(=O)N4CCCC4)cc32)cc(OC)c1	96	2	1	-9	-1	-3	-1	-0.2	0.6	-3
8	Cc1ccc(N2C(=O)[C@@H]3[C@H](C2=O)[C@H]2C=CC=NN2[C@@H]3C(=O)Nc2ccccc2)cc1	98	2	2	-2	-4	-4	-6	0.0	1.8	-3
9	CCN(c1ccccc1)c1nc(C#N)nc(N(CC)c2ccccc2)n1	94	2	-6	3	-1	-5	-3	-0.1	2.5	-15
10	COc1ccc(CCNC(=O)CSc2nnc3ccc(-c4ccncc4)nn23)cc1	95	2	2	-9	1	-2	7	0.2	0.4	10
11	Cc1ccc(CN2CCCN(Cc3ccc(F)cc3Cl)S2(=O)=O)cc1	99	2	-4	3	-5	-18	-1	0.0	0.3	-8
12	CCN(CC)S(=O)(=O)c1ccc(N2CCCC2)c(NC(=O)C2CCCCC2)c1	97	2	2	3	-15	2	-1	-0.1	-0.2	8
13	COc1ccc(/C=C/C(=O)CC(O)(c2ccccc2)C(F)(F)F)cc1 (stereo unspecified)	99	3	3	9	-8	-3	-4	0.1	-3.6	-4
14	CCCCOC(=O)c1nc[nH]c1C(=O)OCCCC	98	2	1	2	1	-9	-2	0.1	0.0	0
15	COc1ccccc1N1CCN(C2CCN(S(=O)(=O)c3ccc4ccccc4c3)CC2)CC1	100	-3	-1	1	7	-5	2	0.6	-0.7	-5
16	COc1ccc(O)c(C2NC(CC(C)C)(C(=O)O)C3C(=O)N(Cc4ccccc4)C(=O)C23)c1 (stereo unspecified)	101	0	4	9	3	-6	-4	-0.2	0.8	2
17	O=C(CSc1nc(-c2ccco2)cc(C(F)(F)F)n1)NCCCn1ccnc1	102	1	7	-3	2	-6	1	-0.2	-1.0	-9
18	CCc1ccc(-c2nc(CS(=O)CC(=O)NCCCN3CCC(C)CC3)c(C)o2)cc1 (stereo unspecified)	102	-1	-1	7	10	-6	45	0.4	-0.4	1
19	Cc1ccccc1Oc1ncccc1C(=O)/C(C#N)=C/N(C)C	106	0	1	1	2	-8	0	-0.2	2.7	-1
20	N/C(CN1CCCC1=O)=N\O	98	2	3	-1	-4	-5	2	-0.1	1.6	-2
21	CCOCCn1c(=O)c2c(nc3n2CCCN3Cc2ccccc2)n(C)c1=O	102	-2	-1	-4	-15	-2	0	-0.2	-0.6	-4
22	O=[N+]([O-])c1ccccc1S(=O)(=O)N1CCN(CC2CC3C=CC2C3)CC1 (stereo unspecified)	104	-1	-8	-7	-1	5	-2	-0.1	-2.8	-6
23	C=CCNc1nc2c(c(=O)n(C)c(=O)n2C)n1CC(=C)C	97	2	11	3	12&4	-6	4	-0.3	-3.5	-4
24	CCSC1=C(C#N)C(c2cccc(O)c2)CC(=O)N1 (stereo unspecified)	98	0	1	1	7	-7	10	-0.2	-1.6	-10
25	O=C(CN1C(=O)NC2(CCCc3ccccc32)C1=O)NCC(F)(F)F (stereo unspecified)	100	2	3	-18	-3	-18	6	0.0	0.2	14
26	CCNC(=O)/C=C/c1ccccc1[N+](=O)[O-]	90	1	3	-2	-6	-4	4	-0.4	0.4	16
27	CC(C(c1cccs1)c1c(N)n(C)c(=O)n(C)c1=O)[N+](=O)[O-] (stereo unspecified)	97	0	1	-7	2	-21	-1	0.1	0.2	2
28	Fc1ccc(F)c(NC(=S)NCCc2ccccc2)c1	95	-3	1	0	-3	-3	0	4.2	-0.6	-15
29	O=C(COC(=O)c1ccc[nH]c1=O)NC1CCCCCC1	101	1	7	-1	1	-3	1	-0.1	0.3	7
30	O=C1CCC(C(=O)NCCN2C(=O)S/C(=C\c3cccnc3)C2=O)=NN1	102	-1	0	-1	11	-1	-9	0.1	-0.4	3
31	CCOC(=O)C1C(=O)C=C(/C=C/c2ccc(N(C)C)cc2)CC1c1ccccc1 (stereo unspecified)	i	-3	-1	13	8	-14	-3	0.1	-0.9	-6
32	CN1CCN(C(=O)CSc2nc3c(c(=O)n(C)c(=O)n3C)n2C)CC1	98	2	5	0	8	-7	-3	-0.2	0.2	6
33	O=C(CCN1C(=O)c2ccccc2C1=O)C1=NN[C@@H]2C(=O)N(c3ccc(F)cc3)C(=O)[C@H]12	99	1	11	9	9	-6	0	-0.3	-1.0	4
34	Cn1cc(C=O)c2ccccc21	102	0	-2	0	-3	9	-9	-0.2	-0.8	4
35	Cc1ccc(-c2nnc(C)c(N3CCCC3)n2)cc1	96	0	-2	0	-1	-6	-2	-0.3	2.4	2
36	CCOC(=O)c1sc(-c2ccccc2)cc1NC(=O)Nc1ccccc1	94	-2	2	2	2	-15	-2	-0.4	1.8	-7

Record cards, as listed above.
CN1CCN(C(=O)CSc2nc3c(c(=O)n(C)c(=O)n3C)n2C)CC1 is listed with ABCB6 inh 2: 98; N-glyco inh: 2; m5-HT2A agonist: 5; PDI inh: 0; Vif inh: 8; CaV13 FRET inh: -7; Granule exo inh: -3; aDG glyco act: -0.2; hiPSC survival: 0.2; H9c2 protect: 6
Cn1cc(C=O)c2ccccc21 is listed with ABCB6 inh 2: 102; N-glyco inh: 0; m5-HT2A agonist: -2; PDI inh: 0; Vif inh: -3; CaV13 FRET inh: 9; Granule exo inh: -9; aDG glyco act: -0.2; hiPSC survival: -0.8; H9c2 protect: 4

(cont.)
no.	structure	ABCB6 inh 2	N-glyco inh	m5-HT2A agonist	PDI inh	Vif inh	CaV13 FRET inh	Granule exo inh	aDG glyco act	hiPSC survival	H9c2 protect
37	O=C1C2CC=CCC2C(=O)N1CC1CCCO1 (stereo unspecified)	97	0	-2	14	-1	-7	-2	-0.3	2.0	7
38	O=C(O)C1CCCN(S(=O)(=O)c2ccc(Br)s2)C1 (stereo unspecified)	86	2	-3	0	-4	2	1	0.0	-0.6	3
39	COc1ccc(C(=O)COC(=O)c2ccc(NC(C)=O)cc2)cc1[N+](=O)[O-]	89	2	3	-11	-3	0	0	-0.2	1.1	8
40	CCc1ccc2nc(NC(=O)C3CCN(c4ncnc5sc(C)c(C)c45)CC3)sc2c1	98	-5	-1	1	6	-4	3	0.2	0.0	-7
41	Cc1nc2ccc(NS(=O)(=O)c3ccc(C)c(C)c3)cc2s1	143	0	4	-1	-14	-5	0	1.2	-2.9	-22
42	CC(=O)CCS(=O)(=O)c1ccc(C)c(C)c1	101	1	2	2	19	x	-4	0.5	-1.4	-32
43	CCN(CC)S(=O)(=O)c1ccc(N/N=C(\C)c2ccncc2)nc1	92	-1	4	1	-4	-5	-19	0.1	-0.2	-1
44	Cc1ccc(S(=O)(=O)Oc2ccc(/C=N/NC(=O)c3nn(C)cc3[N+](=O)[O-])cc2)cc1	98	-2	-5	-13	x	-6	-4	1.5	-1.0	6
45	Cc1nnc(SCCCOc2ccccc2)nc1C	96	-1	-5	3	1	-11	1	-0.3	1.2	0
46	O=c1oc2ccccc2c(O)c1/C=N/c1ncccn1	93	2	3	2	x	-1	0	0.2	1.3	17
47	C/C(=N\NC(=S)NC1CCCCC1)c1cccs1	94	-3	-2	-2	-4	-5	3	-0.2	-0.3	-9
48	Cn1c(=O)c2c(SC3CCCC3)nc(C3CC3)nc2n(C)c1=O	99	-1	7	x	-5	-6	2	-0.3	1.0	-8

Values in list order from above:
Compounds 29 to 37 in m5-HT2A agonist, in turn: 7, 0, -1, 5, 11, -2, -2, 2, -2

Going on with the list.
no.	structure	ABCB6 inh 2	N-glyco inh	m5-HT2A agonist	PDI inh	Vif inh	CaV13 FRET inh	Granule exo inh	aDG glyco act	hiPSC survival	H9c2 protect
49	CCc1ccc(NC2CC(=O)N(CCc3ccc(OC)c(OC)c3)C2=O)cc1 (stereo unspecified)	96	3	-3	-3	4	4	-1	-0.1	0.1	-8
50	CCOC(=O)c1c(C)[nH]c(C(=O)NCCN2CCOCC2)c1C	86	0	2	2	12	-4	0	-0.1	-0.1	-3
51	Cc1ccc[n+](CC(=O)Nc2ccc(Cl)c([N+](=O)[O-])c2)c1	98	5	0	17	6	-22	5	0.1	-0.5	-4
52	CNC(=S)N(CCc1c(C)[nH]c2ccc(OC)cc12)Cc1cccnc1	97	-2	-2	10	-31	-11	-2	0.0	-1.8	-7
53	NNC(=O)c1csc(-c2ncc(C(F)(F)F)cc2Cl)n1	99	0	0	-8	-3	-22	5	0.0	-0.4	1
54	Cc1ccc(C(C)(c2ccc(N)cc2)c2ccc(N)cc2)cc1	97	2	0	4	2	-5	3	0.4	-0.4	-6
55	CN(Cc1ccccc1)C(=O)CN(C)S(=O)(=O)c1ccc(F)cc1	99	1	-4	-2	x	-19	-13	-0.1	-0.5	0
56	CC1CCc2ccccc2N1C(N)=Nc1ccccc1 (stereo unspecified)	102	-2	-7	-4	-6	-6	-1	0.4	3.3	-3
57	CCCNC(=O)C(Cc1cccc(Br)c1)NC(=O)c1ccc(C#N)cc1 (stereo unspecified)	96	-2	1	-1	-11	-4	-4	-0.1	0.2	7
58	O=C(c1ccncc1)N1CCN(C2CCC(c3ccccc3)CC2)CC1 (stereo unspecified)	92	-2	-5	-6	-15	-13	10	0.0	-0.5	3

Six of these compounds in a different format.
[51] Cc1ccc[n+](CC(=O)Nc2ccc(Cl)c([N+](=O)[O-])c2)c1
[52] CNC(=S)N(CCc1c(C)[nH]c2ccc(OC)cc12)Cc1cccnc1
[53] NNC(=O)c1csc(-c2ncc(C(F)(F)F)cc2Cl)n1
[54] Cc1ccc(C(C)(c2ccc(N)cc2)c2ccc(N)cc2)cc1
[55] CN(Cc1ccccc1)C(=O)CN(C)S(=O)(=O)c1ccc(F)cc1
[56] CC1CCc2ccccc2N1C(N)=Nc1ccccc1 (stereo unspecified)

Screen / compound no.,51,52,53,54,55,56
ABCB6 inh 2,98,97,99,97,99,102
N-glyco inh,5,-2,0,2,1,-2
m5-HT2A agonist,0,-2,0,0,-4,-7
PDI inh,17,10,-8,4,-2,-4
Vif inh,6,-31,-3,2,x,-6
CaV13 FRET inh,-22,-11,-22,-5,-19,-6
Granule exo inh,5,-2,5,3,-13,-1
aDG glyco act,0.1,0.0,0.0,0.4,-0.1,0.4
hiPSC survival,-0.5,-1.8,-0.4,-0.4,-0.5,3.3
H9c2 protect,-4,-7,1,-6,0,-3
